Source: PubChem
PhoP GFP inhibition – PhoP regulon inhibitors, Salmonella typhi PhoP promoter GFP reporter, confirmatory (AID 1850) | Salmonella Typhi PhoP-promoter GFP reporter, fluorescence, 4 h; higher % means a stronger effect | inhibition, % at 50 µM, or IC50 in µM where a hit was titrated | hit rate 0.33% among 310,000; in the data active = a potency from the dose series; inconclusive = inhibition mostly from about 25% at the one dose, without a potency; inactive = the rest, 99 in 100 with inhibition below about 19%;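 also: 0% = induced wells with vehicle and 100% = uninduced wells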
M. tuberculosis – growth inhibition of non-replicating M. tuberculosis (AID 488890) | hit rate 0.39% among 320,000 | inhibition, % at 25 µM; hits with a dose series show IC50 in µM | Mycobacterium tuberculosis non-replicating, growth inhibition; higher % means a stronger effect; in the data active = a potency from the dose series; inconclusive = inhibition mostly from about 82% at the one dose, without a potency; inactive = the rest, 99 in 100 with inhibition below about 76%;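 also: plate controls were DMSO cells for no effect and high antibiotic wells for full effect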
M. tuberculosis HTS – M. tuberculosis growth inhibition, HTS (AID 449762); M. tuberculosis H37Rv growth inhibition, 7H9 media; higher % means a stronger effect; inhibition, % at 25 µM, or IC50 in µM where a hit was titrated; hit rate 0.59% among 330,000; in the data active = a potency from the dose series; inconclusive = inhibition above about 70% without an active follow-up result;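 also: bacterial growth assessed after seven days of incubation; strong numbers were not always called active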
H1N1 NS1A inhibition – H1N1 influenza NS1A inhibitors, functional cell based assay (AID 504329). NS1A functional cell-based assay, percent inhibition; higher % means a stronger effect. one-dose inhibition, % at 12.5 µM; IC50 in µM for titrated hits. hit rate 0.3% among 340,000; in the data active = a potency from the dose series; inconclusive = inhibition above about 27% without an active follow-up result; also: strong numbers were not always called active
inhibitors of VEEV – inhibitors of VEEV TC-83 cytopathic effect, confirmation, Vero cells (AID 588727); Vero cells, VEEV TC-83 cytopathic effect inhibition; higher % means a stronger effect; inhibition, % at 20 µM, or IC50 in µM where a hit was titrated; hit rate 0.13% among 350,000; in the data active = a potency from the dose series; inconclusive = inhibition mostly from about 14% at the one dose, without a potency; inactive = the rest, 99 in 100 with inhibition below about 12%; also: strong numbers were not always called active
* = called active by the depositor.

Start of the data: the first 4 entries, ahead of the listing:
What do the screens show for `COc1ccc(CCNC(=O)COC(=O)/C=C/c2ccc(OC)c(OC)c2)cc1`?
PhoP GFP inhibition: -6%; M. tuberculosis: 42%; M. tuberculosis HTS: -1%; H1N1 NS1A inhibition: -13%; inhibitors of VEEV: 0.6%

How did COc1ccccc1CNC(=O)[C@H](C)NC(=O)C1CCN(C(=O)[C@H](CCSC)NC(=O)OC(C)(C)C)CC1 do in these assays?
PhoP GFP inhibition: -2%; M. tuberculosis: -13%; M. tuberculosis HTS: -12%; H1N1 NS1A inhibition: 1%; inhibitors of VEEV: 0.2%

Results for Cc1ccc(NC(=O)C2CCN(c3nc(C)cc(C)n3)CC2)cc1 ?
PhoP GFP inhibition: -5%; M. tuberculosis: -3%; M. tuberculosis HTS: 2%; H1N1 NS1A inhibition: 3%; inhibitors of VEEV: inactive

How did Cc1cc(C)c2c(n1)sc1c(=O)n(-c3ccccc3)c(=O)[nH]c12 do in these assays?
PhoP GFP inhibition: -2%; M. tuberculosis: 23%; M. tuberculosis HTS: -7%; H1N1 NS1A inhibition: -4%; inhibitors of VEEV: 0.6%

The listing (from the top)
What do the screens show for `COc1ccc(CCNC(=O)COC(=O)/C=C/c2ccc(OC)c(OC)c2)cc1`?
PhoP GFP inhibition: -6%; M. tuberculosis: 42%; M. tuberculosis HTS: -1%; H1N1 NS1A inhibition: -13%; inhibitors of VEEV: 0.6%

How did COc1ccccc1CNC(=O)[C@H](C)NC(=O)C1CCN(C(=O)[C@H](CCSC)NC(=O)OC(C)(C)C)CC1 do in these assays?
PhoP GFP inhibition: -2%; M. tuberculosis: -13%; M. tuberculosis HTS: -12%; H1N1 NS1A inhibition: 1%; inhibitors of VEEV: 0.2%

Results for Cc1ccc(NC(=O)C2CCN(c3nc(C)cc(C)n3)CC2)cc1 ?
PhoP GFP inhibition: -5%; M. tuberculosis: -3%; M. tuberculosis HTS: 2%; H1N1 NS1A inhibition: 3%; inhibitors of VEEV: inactive

How did Cc1cc(C)c2c(n1)sc1c(=O)n(-c3ccccc3)c(=O)[nH]c12 do in these assays?
PhoP GFP inhibition: -2%; M. tuberculosis: 23%; M. tuberculosis HTS: -7%; H1N1 NS1A inhibition: -4%; inhibitors of VEEV: 0.6%

What do the screens show for `Cc1ccccc1-n1ncc2c1CC(C)(C)CC2NC(=O)c1cn[nH]c1C` (stereo not drawn)?
PhoP GFP inhibition: 5%; M. tuberculosis: -11%; M. tuberculosis HTS: 3%; H1N1 NS1A inhibition: 4%; inhibitors of VEEV: inactive

Results for O=C(NC1CCN(C(=O)C2CCCCC2)CC1)c1ccccc1 ?
PhoP GFP inhibition: 4%; M. tuberculosis: -11%; M. tuberculosis HTS: -15%; H1N1 NS1A inhibition: -1%; inhibitors of VEEV: 2.0%

What do the screens show for `Cc1ccc(-n2c(C)c([N+](=O)[O-])c3ccc(O)cc32)cc1`?
PhoP GFP inhibition: 4%; M. tuberculosis: 6%; M. tuberculosis HTS: -9%

How did COC(=O)C1=C(C(=O)OC)[C@@H]2N(C)c3ccccc3[C@@]23C[C@@H](C(=O)OC)N(C(=O)CC(C)C)C3=N1 do in these assays?
PhoP GFP inhibition: -4%; M. tuberculosis: -1%; M. tuberculosis HTS: -2%; H1N1 NS1A inhibition: 5%; inhibitors of VEEV: 4.5%

How did O=c1oc2ccccc2c(O)c1[C@H]1c2ccc(O)cc2Oc2c1c(=O)oc1ccccc21 do in these assays?
PhoP GFP inhibition: 20%; M. tuberculosis: 45%; M. tuberculosis HTS: 3%; H1N1 NS1A inhibition: -11%; inhibitors of VEEV: >25µM*

What do the screens show for `N#Cc1nc(COc2ccc(Cl)cc2)oc1NCc1ccc2c(c1)OCO2`?
PhoP GFP inhibition: 8%; M. tuberculosis: 16%; M. tuberculosis HTS: 6%; H1N1 NS1A inhibition: 10%; inhibitors of VEEV: inactive

What do the screens show for `COC(=O)c1c(C)nc(C)c(C(=O)OC)c1-c1cccs1`?
PhoP GFP inhibition: 8%; M. tuberculosis: 2%; M. tuberculosis HTS: 11%; H1N1 NS1A inhibition: 3%; inhibitors of VEEV: 1.0%

What do the screens show for `CC(=O)Nc1cc2nn(-c3ccccc3)nc2cc1C`?
PhoP GFP inhibition: -4%; M. tuberculosis: 38%; M. tuberculosis HTS: 11%; H1N1 NS1A inhibition: -2%; inhibitors of VEEV: 1.8%

Results for CCn1c(COc2cccc3ccccc23)nnc1SCC(N)=O ?
PhoP GFP inhibition: -13%; M. tuberculosis: 21%; M. tuberculosis HTS: 4%; H1N1 NS1A inhibition: -4%; inhibitors of VEEV: inactive

Results for CCn1c2ccccc2c2cc(NC(=O)CNC)ccc21 ?
PhoP GFP inhibition: 12%; M. tuberculosis: 34%; M. tuberculosis HTS: 7%; H1N1 NS1A inhibition: 11%; inhibitors of VEEV: 1.8%

What do the screens show for `Cc1ccc(C(=O)C(C)OC(=O)Cn2[nH]c(=O)c3ccccc3c2=O)cc1` (stereo not drawn)?
PhoP GFP inhibition: -2%; M. tuberculosis: -3%; M. tuberculosis HTS: -17%; H1N1 NS1A inhibition: -13%; inhibitors of VEEV: 2.6%

Results for CC(C)N1CCC(N2CCN(C/C=C/c3ccc(F)cc3)CC2CCO)CC1 (stereo not drawn) ?
PhoP GFP inhibition: -4%; M. tuberculosis: 1%; M. tuberculosis HTS: 9%; H1N1 NS1A inhibition: 6%; inhibitors of VEEV: inactive

What do the screens show for `CC1CC(OC(=O)c2ccccc2)(c2ccccc2)C(C)CN1C` (stereo not drawn)?
PhoP GFP inhibition: 2%; M. tuberculosis: 13%; M. tuberculosis HTS: -5%; H1N1 NS1A inhibition: -11%; inhibitors of VEEV: 0.2%

What do the screens show for `CN(CC(=O)NCc1ccccn1)S(=O)(=O)c1ccc(Cl)cc1`?
PhoP GFP inhibition: 3%; M. tuberculosis: -7%; M. tuberculosis HTS: -2%; H1N1 NS1A inhibition: 21%; inhibitors of VEEV: inactive

How did O=C1COc2ccc(C(=O)COC(=O)c3sc4ccccc4c3Cl)cc2N1 do in these assays?
PhoP GFP inhibition: 4%; M. tuberculosis: 30%; M. tuberculosis HTS: 6%; H1N1 NS1A inhibition: 2%; inhibitors of VEEV: 1.1%

Results for COC/C=C/C1=CC2=CC(=O)C(C)(OC(=O)c3cnc4ccccc4n3)C(=O)C2=CN1C1CCCCC1 (stereo not drawn) ?
PhoP GFP inhibition: -7%; M. tuberculosis: 6%; M. tuberculosis HTS: 1%

What do the screens show for `C/C(=C\c1ccc(N(C)C)cc1)[N+](=O)[O-]`?
PhoP GFP inhibition: 22%; M. tuberculosis: inconclusive; M. tuberculosis HTS: inconclusive; H1N1 NS1A inhibition: 8%; inhibitors of VEEV: 9.7%

Results for O=C(C1CCN(c2ncnc3c2nc2n3CCCCC2)CC1)N1CCN(c2cccc(Cl)c2)CC1 ?
PhoP GFP inhibition: -13%; M. tuberculosis: 29%; M. tuberculosis HTS: inconclusive; H1N1 NS1A inhibition: 5%; inhibitors of VEEV: 5.6%

What do the screens show for `COC(=O)c1ccc(CNC(=O)COC(=O)c2ccc(N(C)C)cc2)cc1`?
PhoP GFP inhibition: -4%; M. tuberculosis: 3%; M. tuberculosis HTS: 5%; H1N1 NS1A inhibition: -4%; inhibitors of VEEV: 0.5%

How did COc1ccc(CN2C(=O)c3cccnc3C2=O)cc1S(=O)(=O)N1CCCCC1C (stereo not drawn) do in these assays?
PhoP GFP inhibition: 1%; M. tuberculosis: -6%; M. tuberculosis HTS: 5%; H1N1 NS1A inhibition: 1%; inhibitors of VEEV: 0.8%

What do the screens show for `O=S(=O)(NC1CCN(Cc2ccccc2)CC1)c1cccc(S(=O)(=O)N2CCOCC2)c1`?
PhoP GFP inhibition: -5%; M. tuberculosis: 17%; M. tuberculosis HTS: -7%; H1N1 NS1A inhibition: 2%; inhibitors of VEEV: inactive

What do the screens show for `Cc1ccccc1-c1nc(CS(=O)(=O)CC(=O)NCCCN2CCOCC2)c(C)o1`?
PhoP GFP inhibition: -4%; M. tuberculosis: -6%; M. tuberculosis HTS: -4%; H1N1 NS1A inhibition: 5%; inhibitors of VEEV: 1.8%

What do the screens show for `O=C(NCCNc1ccc(Cl)cc1[N+](=O)[O-])c1cccnc1`?
PhoP GFP inhibition: 1%; M. tuberculosis: -14%; M. tuberculosis HTS: 7%; H1N1 NS1A inhibition: 2%; inhibitors of VEEV: 0.7%

How did O=C(NCc1ccc2c(c1)OCO2)c1nc(Cn2cc([N+](=O)[O-])cn2)no1 do in these assays?
PhoP GFP inhibition: -14%; M. tuberculosis: -15%; M. tuberculosis HTS: 8%; H1N1 NS1A inhibition: 6%; inhibitors of VEEV: 0.7%

What do the screens show for `COc1ccc(NC(=O)N2C[C@@H]3C[C@@H](C2)c2cccc(=O)n2C3)cc1`?
PhoP GFP inhibition: 10%; M. tuberculosis: -6%; M. tuberculosis HTS: -2%; H1N1 NS1A inhibition: 0%; inhibitors of VEEV: 0.7%

Results for COc1nc(N(c2ccccc2)c2ccccc2)nc(-n2ccnc2)n1 ?
PhoP GFP inhibition: 10%; M. tuberculosis: 2%; M. tuberculosis HTS: 34%; H1N1 NS1A inhibition: 10%; inhibitors of VEEV: 3.0%

Results for C=CCn1c(SCC2=C(C(=O)OCC)C(C)NC(=O)N2)nnc1C1CCCCC1 (stereo not drawn) ?
PhoP GFP inhibition: 13%; M. tuberculosis: 4%; M. tuberculosis HTS: -11%; H1N1 NS1A inhibition: 13%; inhibitors of VEEV: 1.3%

What do the screens show for `COc1cccc(N2CCN(CC(=O)N3CCN(S(=O)(=O)c4ccc(Cl)cc4)CC3)CC2)c1`?
H1N1 NS1A inhibition: 2%; inhibitors of VEEV: 5.4%

What do the screens show for `COc1ccccc1N1CCN(S(=O)(=O)c2cc(C)sc2C)CC1`?
PhoP GFP inhibition: 8%; M. tuberculosis: 5%; M. tuberculosis HTS: -2%; H1N1 NS1A inhibition: 2%; inhibitors of VEEV: 0.1%

Results for O=C(NCCCNC(=O)c1ccc(Cl)cc1Cl)c1ccccn1 ?
PhoP GFP inhibition: 7%; M. tuberculosis: -6%; M. tuberculosis HTS: -1%; H1N1 NS1A inhibition: 7%; inhibitors of VEEV: 1.0%

How did COC(=O)c1sc(S(=O)(=O)NCC(=O)O)c(C(=O)OC)c1C do in these assays?
PhoP GFP inhibition: -1%; M. tuberculosis: 13%; M. tuberculosis HTS: 3%; H1N1 NS1A inhibition: -4%; inhibitors of VEEV: inactive

Results for Cc1cccc(C(=O)Nc2sc3c(c2C#N)CCCCC3)c1 ?
PhoP GFP inhibition: -6%; M. tuberculosis: 12%; M. tuberculosis HTS: -5%; H1N1 NS1A inhibition: 2%; inhibitors of VEEV: 0.1%

How did CCc1cc(=O)oc2c3c(cc(OCC(=O)Nc4cccnc4)c12)OC(C)(C)CC3 do in these assays?
PhoP GFP inhibition: 0%; M. tuberculosis: -9%; M. tuberculosis HTS: -4%; H1N1 NS1A inhibition: -1%; inhibitors of VEEV: 7.2%

What do the screens show for `CCN(CC)S(=O)(=O)c1cccc(C(=O)N[C@H](C(=O)NNC(=O)c2ccccc2)C(C)C)c1`?
PhoP GFP inhibition: 15%; M. tuberculosis: 0%; M. tuberculosis HTS: -1%; H1N1 NS1A inhibition: -4%; inhibitors of VEEV: 5.2%

How did CC(C)n1cc(CN2CCC(n3nccc3NC(=O)CCCc3ccccc3)CC2)cn1 do in these assays?
PhoP GFP inhibition: -3%; M. tuberculosis: -5%; M. tuberculosis HTS: -2%; H1N1 NS1A inhibition: -13%; inhibitors of VEEV: 0.7%

What do the screens show for `CC(C)NC(=O)NC(=O)COC(=O)Cc1ccsc1`?
PhoP GFP inhibition: 0%; M. tuberculosis: 16%; M. tuberculosis HTS: 0%; H1N1 NS1A inhibition: 9%; inhibitors of VEEV: 1.0%

How did CC1CCCC/C1=N\NC(=S)Nc1cccnc1 (stereo not drawn) do in these assays?
PhoP GFP inhibition: -3%; M. tuberculosis: -2%; M. tuberculosis HTS: -10%; H1N1 NS1A inhibition: -5%; inhibitors of VEEV: 0.4%

What do the screens show for `Cc1ccccc1NC(=S)N(CCN(C)C)C(C)c1ccccn1` (stereo not drawn)?
PhoP GFP inhibition: -12%; M. tuberculosis: 18%; M. tuberculosis HTS: 7%; H1N1 NS1A inhibition: 64µM*; inhibitors of VEEV: 1.4%

What do the screens show for `CC1CCN(S(=O)(=O)c2ccc(S(=O)(=O)N3CCCC3)cc2)CC1`?
PhoP GFP inhibition: 8%; M. tuberculosis: 0%; M. tuberculosis HTS: 0%; H1N1 NS1A inhibition: -5%; inhibitors of VEEV: inactive

Results for Cc1ccc(-c2cn3cccc(C)c3n2)cc1 ?
H1N1 NS1A inhibition: 11%; inhibitors of VEEV: inactive
